# Screening results (PubChem BioAssay)
# ABCB6 inh 2: inhibitors of human ABC transporter ABCB6; Q9NP58; K562-ABCB6 porphyrin accumulation, flow cytometry, 1 h; stronger effect = lower value; fluorescence ratio to DMSO, % at 10 µM; 0.19% of 360,000 active;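 active = fluorescence ratio to DMSO below 75%, the collection mean minus 3 SD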;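 also: signal is porphyrin accumulated inside mitochondria; 100% equals median channel fluorescence of DMSO control wells; lower ratio means ABCB6 inhibition with less porphyrin fluorescence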
# iPSC survival up: enhancers of human iPSC single-cell survival; hiPSC single-cell survival, ATPlite luminescence; 100% = ROCK inhibitor wells, 0% = DMSO; survival enhancement, % at 20 µM; 0.044% of 360,000 active; AID 602274; in the data active = survival enhancement above about 18%;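 also: cells exposed to compounds for 16 hours before the ATP read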
# Cardio protect: myocardial damage modulation in H9c2 cells | H9c2 cardiomyocytes, H2O2 injury protection, ATPLite, 2 h | protection from H2O2 cell death, % at 20 µM | 0.63% of 360,000 active | AID 588492;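 active = compounds giving at least 50% protection of heart cells from peroxide-induced death in the single-dose screen, raw or plate-pattern-corrected value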;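 also: 0% = DMSO wells with peroxide and 100% = DMSO wells without peroxide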
# m5-HT2A agonist: agonists of mouse serotonin 5-HT2A receptor (HTR2A) | CHO-K1 mHTR2A beta-arrestin complementation, luminescence; percent of 30 µM serotonin response | activation, % at 7.6 µM | P35363 | 0.66% of 360,000 active;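 active = activation above a run cutoff, the mean activation of all tested compounds plus 3 SD, cut at about 14% in these data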;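 also: 0% = plate median of compound wells and 100% = 30 µM serotonin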
# Target sequence (P35363 whole entry, looked up): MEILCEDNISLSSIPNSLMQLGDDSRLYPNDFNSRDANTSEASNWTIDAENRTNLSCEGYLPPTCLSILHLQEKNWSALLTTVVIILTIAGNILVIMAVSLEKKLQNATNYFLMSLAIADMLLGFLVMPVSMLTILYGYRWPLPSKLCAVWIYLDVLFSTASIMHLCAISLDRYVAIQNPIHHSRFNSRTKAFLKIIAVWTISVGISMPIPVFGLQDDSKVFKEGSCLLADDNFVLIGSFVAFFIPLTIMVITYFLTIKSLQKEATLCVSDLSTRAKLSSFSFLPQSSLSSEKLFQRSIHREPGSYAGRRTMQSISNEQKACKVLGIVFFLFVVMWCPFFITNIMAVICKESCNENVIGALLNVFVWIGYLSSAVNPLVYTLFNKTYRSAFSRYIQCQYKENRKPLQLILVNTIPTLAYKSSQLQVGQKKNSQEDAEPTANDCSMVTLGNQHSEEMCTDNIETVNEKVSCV
# MC4R barr agon: human MC4R agonism via beta-arrestin; P32245; activation, % at 8.9 µM; U2OS MC4R beta-arrestin complementation, luminescence; percent of melanotan II response, DMSO zero; AID 540308; 0.98% of 360,000 active;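 active = activation above a per-plate cutoff, the mean activation of sample wells on that plate plus 3 SD, cut at about 8% in these data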
# Target sequence (P32245 whole entry, looked up): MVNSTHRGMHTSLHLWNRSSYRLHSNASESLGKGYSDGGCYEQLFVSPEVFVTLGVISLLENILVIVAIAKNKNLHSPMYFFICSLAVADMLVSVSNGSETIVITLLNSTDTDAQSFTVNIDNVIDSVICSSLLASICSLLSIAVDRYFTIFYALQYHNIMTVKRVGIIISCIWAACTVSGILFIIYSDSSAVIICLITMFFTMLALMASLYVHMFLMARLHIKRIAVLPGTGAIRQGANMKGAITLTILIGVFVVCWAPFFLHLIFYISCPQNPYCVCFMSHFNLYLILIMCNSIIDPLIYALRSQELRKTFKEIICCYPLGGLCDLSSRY
# MC4R antagonist: human MC4R antagonism in cAMP assay | P32245 | 0.48% of 360,000 active | MC4R-expressing cells, MTII-stimulated cAMP, LANCE TR-FRET | inhibition, % at 6.5 µM;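 active = inhibition above its plate's cutoff, the mean of tested wells on that plate plus 3 SD, cut at about 29% in these data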;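 also: 0% = Melanotan II alone and 100% = Melanotan II plus saturating MCL0020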
#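 System: U2OS cells stably expressing human melanocortin 4 receptor (MC4R). Reagent: Melanotan II challenge after compound preincubation. Doses: 6.5 µM. Times: 30-min compound, 1-h challenge, 1-h detection, room temperature. Measured by: TR-FRET with Eu-cAMP and labeled anti-cAMP, 671 nm. Replicates: singlicate.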
# ABHD5 PLIN5 PPI: inhibitors of human ABHD5-perilipin-5 interaction; Split G. princeps luciferase complementation, luminescence, 4 h; AID 602281; 0.78% of 360,000 active; inhibition, % at 4 µM;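 active = inhibition above the mean inhibition across every tested compound plus 3 SD, cut at about 22% in these data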;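 also: 0% = DMSO only wells and the 100% control is not disclosed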
# Glyco luc inh: blocks N-linked glycosylation in D54 reporter cells. D54 ERlucT glycosylation luciferase reporter, 24 h; percent of 100 nM tunicamycin response. reporter increase, % at 12.5 µM. 0.23% of 360,000 active. AID 588692;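 active = mean luciferase reporter signal, scaled so untreated is 0 and the glycosylation-blocking control 100, at or above a set limit in every replicate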;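 also: luciferase carries N-glycosylation sites so blocking glycosylation raises the light; 0% = median of neutral control wells and 100% = median of 100 nM tunicamycin wells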
# aDG glyco act: increases alpha dystroglycan glycosylation; Pro5-aDG cells, alpha-DG glycosylation AlphaScreen (IIH6); 0% Pro5, 100% B10-LARGE cell signal; activation, % at 10 µM; 0.22% of 360,000 active; AID 624168;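 active = activation of at least 8% versus controls, or a plate z-score of at least 8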;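 also: Pro5 are CHO cells carrying HIG-tagged alpha-DG that lacks glycosylation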
# Exocytosis inh: lytic granule exocytosis inhibition; inhibition, % at 10 µM; TALL-104 LAMP-1 surface exposure, flow cytometry; cells stimulated with thapsigargin and PMA; 0.66% of 360,000 active; AID 651702;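 active = inhibition above about 55%, limit read from the data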
# * = called active by the depositor; x = no result given; & = joins results of further samples. An unsorted share of the library; any-hit rate near 4.5%.
SMILES,ABCB6 inh 2,iPSC survival up,Cardio protect,m5-HT2A agonist,MC4R barr agon,MC4R antagonist,ABHD5 PLIN5 PPI,Glyco luc inh,aDG glyco act,Exocytosis inh
CCOc1cc(/C=N/O)ccc1OS(=O)(=O)c1ccc(C)cc1,87,-3.1,12,-9,-2.2,5,5,-6,0.2,-2
COc1cccc2sc(=NC(=O)CCS(=O)(=O)c3ccc(C)cc3)n(C)c12,99,-0.5,-6,5,-1.2,2,9,-6,0.7,-1
CCc1ccccc1N(CC(=O)NCc1ccc(OC)cc1)C(=O)CCC(=O)Nc1ccccn1,94,0.1,1,-4,0.6,3,-6,-1,0.0,2
CCc1ccc(NC(=O)Nc2cccc(OC)c2)cc1,101,-3.0,-8,-1,-1.1,1,-1,-1,1.1,4
OC(COc1ccc(CNCCc2ccc(C(F)(F)F)cc2)cc1)CN1CCCCC1 (stereo unspecified),101,-4.8,-13,-3,0.9,16,-1,-5,-0.6,33
COC(=O)[C@@H](Cc1ccccc1)NC(=O)Cn1cc(C)c(=O)[nH]c1=O,100,0.7,6,0,-1.3,-6,7,2,-0.1,12
COC(=O)Cc1ccc(NC(=S)NNC(=O)C2CC2)cc1,99,-0.4,-6,-1,-3.5,7,-5,1,0.2,-1
COC(=O)c1cc(NC(=S)Nc2cc(Cl)cc(Cl)c2)cc(C(=O)OC)c1,120,0.8,-27,6,0.2,-6,-7,-7,-0.2,-1
CC(=O)N1CCN(CCS(=O)(=O)c2ccc(Br)cc2)CC1,103,-0.4,0,-6,0.5,10,-2,1,-0.3,0
COc1cc(C(=O)Nc2ccc3nc4n(c(=O)c3c2)CCCC4)ccc1Br,97,-0.5,11,2,-1.9,24,-2,0,-0.1,2
COc1cccc(CN(C)C(=O)Cc2ccc(OC)c(S(=O)(=O)N3CCOCC3)c2)c1,100,1.4,-4,1,-0.9,2,-3,0,-0.2,-7
COc1ccc(-n2nc(C(=O)NCC(=O)N3CCC(C)CC3)c3ccccc3c2=O)cc1,91,-0.6,-13,15*,0.8,2,-2,-2,0.0,0
O=C(NCCc1cccc(Cl)c1)c1cccc([N+](=O)[O-])c1,98,1.5,0,-2,-2.7,-3,3,1,1.5,0
Cc1ccc(C(=O)N2CCN(c3ccc(NC(=O)CSc4ccc(Cl)cc4)cc3)CC2)cc1,103,0.4,-20,-3,-0.1,10,-9,-10,0.2,-1
CCCCOC(=O)/C(=C/c1cn(C)c2ccccc12)NC(=O)c1ccc(OC)cc1,94,0.1,2,-2,-1.7,2,-8,0,0.1,0
O=C(CCCNS(=O)(=O)c1cccc2nsnc12)NCc1ccc(Cl)cc1,95,-1.8,-11,-5,-2.4,1,0,-2,0.2,0
COc1cccc(NC(=O)N(CCCN2CCOCC2)C(C)c2cc3cccc(OC)c3o2)c1 (stereo unspecified),100,1.5,0,3,-2.1,16,-2,0,-0.1,-8
Cc1ccc(NC(=O)C[n+]2ccccc2)cc1[N+](=O)[O-],96,0.5,-6,-6,-1.9,-4,0,3,-0.1,0
CCCNc1cc(C)oc(=O)c1C(=O)CCC,97,2.4,4,-2,-0.6,3,-6,3,0.0,-1
Clc1cnc2nc(SC/C=C/c3ccccc3)[nH]c2c1,98,-0.6,-3,-1,0.3,13,1,1,0.0,-6
CN1Cc2c(N)cccc2C(c2ccccc2)C1 (stereo unspecified),103&111,-0.4&-0.7,-10&-12,-9&-3,-1.7&0.4,-4&8,1&-9,-1&0,0.0&0.7,-1&2
O=S1(=O)CC(N2CCN(CC3CC3)CC2)CN1Cc1ccccc1 (stereo unspecified),104,-0.6,9,-1,x,x,0,-2,-0.4,0
Cc1nnc(NC(=O)CSc2nccn2-c2cccc(C)c2C)s1,94,3.8,-1,0,-0.5,-20,1,19,0.3,8
CC(=O)N1c2ccc(S(=O)(=O)N3CCCCC3)cc2CC1C(=O)NCc1cccc(Cl)c1 (stereo unspecified),97,-0.2,5,0,-2.0,-6,2,1,0.0,-5
CCN(CC(=O)Nc1ccc(OC)cc1)C(=O)c1ccc2[nH]c3c(c2c1)CC(C)CC3 (stereo unspecified),93,-0.8,4,-1,-1.5,1,8,5,-0.2,1
Cc1ccc(CN2CCN(Cc3cnc(N4CCOCC4)s3)CC2CCO)cc1 (stereo unspecified),100,-0.5,-1,2,-2.5,0,-3,1,0.1,-4
O=C(CCCOc1ccccc1)Nc1cccc(S(=O)(=O)N2CCOCC2)c1,98,10,-6,1,1.1,10,-7,-3,0.0,1
COc1cccc(/C=C2\N=C(c3c(-c4ccccc4)noc3C)OC2=O)c1OC,100,-0.7,30,-2,-0.2,1,-3,-2,-0.1,5
O=C(CSc1ccc2nnc(-c3cccnc3)n2n1)Nc1ccccc1C(F)(F)F,104,-0.1,6,3,-1.7,22,-2,4,-0.1,41
CCCCN(CC(=O)NC1CCCC1)C(=O)C(=O)Nc1ccc2c(c1)OCCO2,97,0.2,3,-8,-0.7,4,-5,1,0.0,5
O=C(O)c1cc(N=Nc2c(O)[nH]c3ccc([N+](=O)[O-])cc23)ccc1Cl,96,-0.3,-1,7,-2.5,2,1,2,0.0,-7
O=C(COC(=O)C1CCC1)NC(=O)c1ccccc1,98,-0.4,16,1,-2.3,4,4,1,-0.1,25
CN1C(C(=O)NCc2cccs2)=CC(c2ccc(F)cc2)=NS1(=O)=O,103,0.3,-3,-4,-2.1,2,-6,0,0.2,-2
CCc1nc2ccc(C(=O)NCC3CCCCC3)cn2c1N(CCC(C)C)CCN(C)C,94,-3.4,-13,-7,2.3,2,-1,-4,0.7,54
O=C(Oc1ccc(Cl)c2cccnc12)C12CC3CC(CC(C3)C1)C2,97,5.5,-16,1,0.1,15,1,1,-0.2,-4
CC(C)NC(=O)CCCc1cn(C)c2ccccc12,99,-0.1,0,-3,1.5,2,9,3,-0.3,-4
Nc1nc(SCC(=O)Nc2ccc(OC(F)(F)F)cc2)[nH]c(=O)c1NC(=O)c1ccc(Br)o1,100,0.1,-8,2,1.5,-4,-2,x,0.0,-5
C[C@H](NC(=O)c1ncn2c1C(=O)NC[C@@H]2C)C(=O)OC(C)(C)C,104,-1.7,7,-1,4.2,4,-2,3,-0.1,0
Cc1cccc(C(=O)N2CCCC(CCC(=O)N3CCN(c4ccccn4)CC3)C2)c1 (stereo unspecified),96,0.3,0,-2,-0.9,-4,-2,0,0.2,2
CCC(C)(C)C1CCC(=NNC(=O)c2ccoc2C)CC1 (stereo unspecified),99,-2.0,-6,-1,-1.6,-1,7,-1,-0.1,3
Cc1ccc2[nH]c3c(c2c1)CN(C(=O)CN1CCN(c2ccccn2)CC1)CC3,103,2.4,-7,3,-1.2,0,4,0,0.1,-3
CCOc1ccccc1CNC(=O)CCCC(=O)n1nc(C)c2ccccc21,93,-0.5,-9,7,-1.3,0,-2,-1,-0.2,-2
CC[C@@H](C)[C@@H]1CN([C@@H](C)CN2CCC[C@H]2CN2C(N)=NC[C@H]2C(C)C)C(=N)N1CCc1ccc(Cl)c(Cl)c1,100,1.7,6,5,0.3,5,11,2,0.2,2
O=C(C1CCCCC1)N1C[C@@H](O)[C@H](n2cc(-c3ccc(F)cc3)nn2)C[C@@H]1c1ccccc1,104,-0.2,1,-8,0.4,16,-3,1,0.3,-2
Cc1n[nH]c(C)c1N=Nc1cc(Cl)ccc1Cl,97,-2.0,-8,2,-1.2,-11,1,2,-0.2,2
CN(Cc1ccccc1)C(=O)c1ccc2nc([C@@H]3O[C@H](CO)[C@H](O)[C@H](O)[C@H]3O)[nH]c2c1,89,-0.9,0,5,-0.5,-4,12,0,0.1,-1
Fc1ccccc1-c1nc(NCc2ccco2)c2ccccc2n1,95,-0.1,-9,12,0.6,-1,1,0,0.0,-9
O=C(Oc1cccnc1)c1ccccc1[N+](=O)[O-],107,-2.5,1,9,-0.8,11,1,0,0.2,0
Cc1cccc(C)c1N1CCN(CCn2c(=S)[nH]c3ccccc3c2=O)CC1,98,-0.7,7,-2,0.4,-2,-1,5,0.0,2
Cc1cc(Nc2ccc(F)c(Cl)c2)n2ncnc2n1,103,3.6,7,-3,-0.2,-2,-1,0,0.1,5
COc1cccc2cc(C(=O)OC3CCN(C)CC3)c(=O)oc12,103,0.5,41,-4,-0.6,-2,-12,-3,0.0,-10
O=C(c1ccc(OCC2CCCO2)cc1)N1CCN(S(=O)(=O)c2cccc(F)c2)CC1 (stereo unspecified),101,0.6,-4,9,0.2,1,5,0,0.0,4
COc1cccc(NC(=O)NC2CCCCCCC2)c1,92,-0.3,-1,-8,5.9,8,2,1,1.8,30
CC(c1ccon1)N(C)Cc1cn(C)nc1-c1cccc(Cl)c1 (stereo unspecified),94,-0.4,17,-3,-1.2,2,3,3,0.0,-8
CCn1c(=O)n(CC)c2cc(N3CCCC3)c(NC(=O)c3ccc(C)c([N+](=O)[O-])c3)cc21,95,0.1,20,-3,-3.2,3,13,6,-0.4,13
N#CC(C(=O)NC1CC1)c1nc2ccccc2nc1N1CCN(C/C=C/c2ccccc2)CC1 (stereo unspecified),128,-2.7,-1,-3,-0.4,22,-5,3,0.2,-14
CC(=O)O[C@H]1[C@@H](O)[C@H](O)[C@H](Oc2c(O)c(C)c3c4c2[C@@H](C)CC[C@@H]4[C@@H](C)C[C@@H]3C=C(C)C)O[C@H]1C,104,-0.9,-9,1,1.0,3,-19,-4,0.2,0
COC(=O)c1c(C)[nH]c(C(=O)COC(=O)Cn2cc(C(F)(F)F)ccc2=O)c1C,92,0.4,-16,6,1.2,6,0,1,-0.2,-6
O=C(CCNS(=O)(=O)c1ccc(Br)cc1)NCCc1ccccc1,100,-0.4,-4,-8,-2.0,9,-10,2,0.0,-2
CCOC(=O)C1CCCN(Cc2ccccc2F)C1 (stereo unspecified),93,-0.3,0,5,0.9,5,3,2,0.2,0

# Next part.
SMILES,ABCB6 inh 2,iPSC survival up,Cardio protect,m5-HT2A agonist,MC4R barr agon,MC4R antagonist,ABHD5 PLIN5 PPI,Glyco luc inh,aDG glyco act,Exocytosis inh
Cc1cc(C)nc(N/N=C/c2ccccc2OCc2ccccc2)n1,91,1.7,2,-3,-2.0,-3,3,0,0.2,-2
COc1ccc(C(=O)NCCc2nnc(SCC(=O)Nc3ccccc3C(C)C)n2C)cc1,94,-2.1,1,4,-0.2,1,0,2,0.0,-2
Cc1cccc(N(C(=O)c2snc(C(N)=O)c2N)C(C(=O)NCC2CCCO2)c2cccs2)c1 (stereo unspecified),88,0.1,10,7,-0.6,6,-2,-5,-0.2,5
CC(=O)Nc1ccc(NCN2C(=O)C3C4CCC(C4)C3C2=O)cc1 (stereo unspecified),101,-1.2,1,5,-0.9,3,8,0,1.9,-7
